Compound activity deposited in PubChem BioAssay by National Center for Advancing Translational Sciences (NCATS).
AT treatment: candidate therapy for ataxia-telangiectasia. […] A-T fibroblasts, KAP-1 phosphorylation AlphaLISA; neocarzinostatin DNA damage 30 min before lysis. Potency, µM (highest dose often 57.5 µM), inactives show at the top dose activation, most hits filed as activators. 320,000 compounds, 0.19% hits. AID 485349; also: potency is read from the fitted curve at half-maximal effect; % of control where 0% means no effect; nearly all actives have a fitted effect of over 45% in size
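hTERT-immortalized A-T patient fibroblasts ([…]), 500 cells/well in OPTI-MEM, 1% FBS, got compounds for 60 min, then NCS for 30 min at 37C. Lysates were then assayed for phospho-KAP-1 by AlphaLISA (anti-pKAP1 donor, anti-KAP1 acceptor beads), 6 hr at 25C.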
CXXC DNA block: inhibitors of human MLL CXXC domain-DNA interaction; 290,000 compounds, 0.037% hits; MLL-CXXC / FITC-HOXA9 DNA fluorescence polarization; Potency, µM (highest dose often 115 µM), inactives show at the top dose activity change, negative = inhibition, actives largely listed as inhibitors; AID 2662; active = well fitted inhibition curve with a large enough effect in the polarisation, with a control signal flat, not every such curve was filed as active; inconclusive = small, poorly fitted or top-dose-only effect, or effect the other way, or a change in a side signal; inactive = no such curve, though single readings can be large or run the other way; the % refers to the polarisation; also: potency is read from the fitted curve at half-maximal effect
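Fluorescence polarization: 7 uM MLL-CXXC (stock) preincubated 5 min with compounds, then 50 nM fluorescein-HOX-A9 DNA (stock) added; 30 min ambient. Buffer 50 mM Tris-HCl pH 7.5, 50 mM NaCl, 1 mM DTT, 0.05% BSA.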
B2AR arrestin: beta2AR (human) beta-arrestin recruitment activity. P07550. beta-arrestin recruitment to beta2AR, cell-based reporter. Potency, µM (top dose mostly 46.1 µM), without a hit: at the top dose activation, hits mostly activators. 330,000 compounds, 0.02% hits. AID 492947;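 also: potency is read from the fitted curve at half-maximal effect; 0% = DMSO controls and full agonism = EC100 isoproterenol or metaproterenol; nearly all actives have a fitted effect of over 65% in size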
Target sequence (P07550 whole entry, looked up): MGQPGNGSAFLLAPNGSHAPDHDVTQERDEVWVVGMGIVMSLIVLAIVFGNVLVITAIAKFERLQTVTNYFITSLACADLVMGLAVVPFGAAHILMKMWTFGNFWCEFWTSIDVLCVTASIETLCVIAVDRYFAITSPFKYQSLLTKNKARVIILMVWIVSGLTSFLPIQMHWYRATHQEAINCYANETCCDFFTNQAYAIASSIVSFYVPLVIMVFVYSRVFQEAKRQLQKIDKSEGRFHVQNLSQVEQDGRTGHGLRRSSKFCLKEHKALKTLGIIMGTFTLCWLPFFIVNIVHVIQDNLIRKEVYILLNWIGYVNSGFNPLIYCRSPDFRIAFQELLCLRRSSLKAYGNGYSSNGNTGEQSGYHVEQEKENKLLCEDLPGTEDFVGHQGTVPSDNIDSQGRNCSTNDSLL
TRPV1 ag: human TRPV1 agonism; Q8NER1; TRPV1-expressing cells, Fluo-8 calcium influx, agonist mode; activation, % at 8.33 µM; 320,000 compounds, 0.19% hits; AID 540275; in the data active = activation above about 80%; inconclusive = between about 30% and that limit; also: 0% is about no effect
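Cells expressing TRPV1 were dye-loaded with Fluo-8 and read kinetically: 10 s baseline, 3 min after compound (agonist portion), then 2 min after EC20 capsaicin (allosteric enhancer portion). Calcium-bound dye fluorescence at 480/520 nm.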
ELG1 DNA repair: blocks ELG1-dependent DNA repair in HEK293T cells; HEK293T ELG1-luciferase reporter, luminescence, 16 h; DNA damage induced by 5-fluorouridine; Potency, µM (titrated, usually from 46.1 µM), inactives show top-dose activity change, negative = inhibition, actives largely listed as inhibitors; 330,000 compounds, 2.3% hits; AID 504467; also: potency is read from the fitted curve at half-maximal effect; % is scaled to controls: 0 for no effect and ±100 for the full control effect; nearly all actives have a fitted effect of over 55% in size
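Cells (2,000 per well) received 5-fluorouridine plus test compound or DMSO and were incubated 16 hr at 37 °C, 5% CO2. Luciferase activity was read by luminescence 30 min after ONE-Glo addition; signal suppression marked inhibition of damage-induced ELG1 function.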
Integrin act MD: integrin-mediated muscular dystrophy alleviation activation; alpha7betagal myoblasts, beta-gal FDG fluorescence, 48 h; Potency, µM (series often up to 38.3 µM), for the others: at the highest dose activation, hits mostly activators; 350,000 compounds, 0.064% hits; AID 624291;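 also: potency is read from the fitted curve at half-maximal effect; 100% = response of the positive control SU9516; nearly all actives have a fitted effect of over 60% in size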
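alpha7betagal+/- myoblasts (passage 13, 250/well) treated 48 h at 37C with compounds at 1:260 dilution of DMSO stock. Lysed, then beta-galactosidase activity read as FDG fluorescence (ex 480/em 540) after 30 min, with pre-read for autofluorescence.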
PTAP TSG101 blk: blocks PTAP/TSG101 interaction to inhibit HIV-1 budding; Q99816; Fluorescence polarization, FITC-PTAP peptide / Tsg101 binding; Potency, µM (top dose mostly 115 µM), for the others: top-dose activity change, negative = inhibition, actives largely listed as inhibitors; 340,000 tested, under 10 active; AID 493005; active = well fitted inhibition curve with a large enough effect in the main read-out, with a control signal flat, not every such curve was filed as active; inconclusive = small, poorly fitted or top-dose-only effect, or effect the other way, or a change in a side signal; inactive = no such curve, though single readings can be large or run the other way; also: potency is read from the fitted curve at half-maximal effect; % of control where 0% means no effect
Target sequence (Q99816 whole entry, looked up): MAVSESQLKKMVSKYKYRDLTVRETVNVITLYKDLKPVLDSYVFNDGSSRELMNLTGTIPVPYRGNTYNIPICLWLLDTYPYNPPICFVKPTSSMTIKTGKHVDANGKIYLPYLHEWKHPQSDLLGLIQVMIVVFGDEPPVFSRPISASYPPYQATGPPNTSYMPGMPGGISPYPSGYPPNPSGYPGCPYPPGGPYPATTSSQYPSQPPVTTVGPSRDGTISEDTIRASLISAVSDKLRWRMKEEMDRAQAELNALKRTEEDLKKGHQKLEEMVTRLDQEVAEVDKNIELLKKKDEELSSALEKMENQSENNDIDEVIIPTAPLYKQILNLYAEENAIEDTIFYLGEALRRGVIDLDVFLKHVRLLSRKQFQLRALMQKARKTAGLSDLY
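Tsg101 binding domain (10 uM final) was mixed with compound and a FITC-labeled PTAP peptide (50 nM final) in HEPES pH 7.5 buffer with NaCl, Tween 20, EDTA and TCEP; fluorescence polarization was read after 20 min at r.t.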
p53 reactivation: restores transcriptional activity of mutant p53 | 320,000 compounds, 0.063% hits | AID 504706 | H1299 p53-A138V BP100-luciferase reporter, luminescence, 24 h | Potency, µM (series often up to 92.2 µM), for the others: at the top dose activity change, positive = activation, most hits filed as activators; also: potency is read from the fitted curve at half-maximal effect; % of control where 0% means no effect; nearly all actives have a fitted effect of over 45% in size
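H1299 (p53-null), stable ts p53-A138V + BP100-Luc; 1000 cells/well, Opti-MEM/10% FBS; cpd 4 pt, 1:5; 24 h, 37 deg C, 5% CO2; detection reagent 10 min RT; luminescence.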
TCR activator: activators of T cell receptors; AID 504894; Potency, µM (highest dose often 9.22 µM), for the others: at the highest dose activation of IL-2 secretion, usual class: activators; 330,000 tested, under 10 active; primary human leukocytes, anti-CD3, IL-2 HTRF, 48 h; also: % of control where 0% means no effect
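Primary human leukocytes were stimulated with a-CD3 beads plus compounds for 48 hr without co-stimulation; secreted IL-2 was quantified by HTRF using a-IL-2-K (europium cryptate) and a-IL-2-d2, excited at 320nm with acceptor emission read at 665nm.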
BRCA1 expr act: increases BRCA1 expression. 380,000 compounds, 1.1% hits. Potency, µM (highest dose often 46.1 µM), for the others: at the top dose activation, actives largely listed as activators. MCF7-BRCA1-FFLuc reporter, luminescence, 48 h; response scale: scaled: vehicle 0%, 10 µM genistein 100%. AID 624202; also: potency is read from the fitted curve at half-maximal effect; nearly all actives have a fitted effect of over 80% in size; some results filed as inactive show a strong effect at the top dose
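48 h compound treatment of MCF7-BRCA1-FFLuc cells (phenol-red free MEM, 37 °C), then 15 min with luciferase substrate and luminescence imaging.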
Numbers without * were called inactive; ? = inconclusive; . = no result given; [ ] = remark or other dose. Unless noted, calls follow the shape of the dose curve; as a rule, active = well fitted curve in the direction sought with a large enough effect; inconclusive = small, poorly fitted or top-dose-only effect, or another doubt; inactive = no such curve, though single readings can be large; an effect the other way counts as inactive or inconclusive. Compounds as they come; 3.8% or so of the library scored in one or more.

SMILES	AT treatment	CXXC DNA block	B2AR arrestin	TRPV1 ag	ELG1 DNA repair	Integrin act MD	PTAP TSG101 blk	p53 reactivation	TCR activator	BRCA1 expr act
Cc1ccc(C(=O)Nc2ccc(S(=O)(=O)N3CCOCC3)cc2)cc1Br	.	.	.	.	.	-24%	-2%	.	-1%	-9%
COc1ccc(OC)c(N=C(C)C2=C(O)COC2=O)c1	-3%	3%	0.1%	0	-5%	-2%	-2%	0%	-1%	-49%
CCCn1c(=N)n(CC(=O)c2ccc(Cl)c(Cl)c2)c2ccccc21	25µM*	16%	-0.6%	1	-3%	-32%	-5%	8%	-7%	-36%
CC(=O)Oc1ccc(N(C(C)=O)S(=O)(=O)c2ccc3ccccc3c2)cc1Br	4%	-24%	0.1%	6	?	0%	0%	-2%	0%	-15%
CN(CC(=O)NCCc1ccc(Cl)cc1)S(=O)(=O)c1cccs1	2%	-3%	0.0%	0	4%	27%	-8%	-1%	11%	3%
O=C(NCc1ccc(Cl)cc1)c1ccc(COCC(F)(F)F)o1	-1%	22%	-0.1%	-12	-3%	16%	-1%	-14%	-1%	-40%
CCOC(=O)c1c(/N=C/C2=C(O)CCCC2=O)sc2c1CCCC2	-6%	-3%	0.3%	15	10%	21%	2%	2%	-1%	0%
Cc1ccc(CCN2CC(C(=O)NCCC(C)C)CC2=O)cc1 (stereo unspecified)	-7%	12%	-0.1%	3	8%	9%	-7%	8%	19%	-23%
COc1ccc(S(=O)(=O)Nc2cc(Sc3ncn[nH]3)c(O)cc2C)cc1	8%	.	0.2%	.	-9%	-24%	-5%	8%	-6%	-36%
Cc1ccc(S(=O)(=O)Nc2cccc3ncccc23)s1	32%	-12%	0.1%	-7	?	-53%[inhibitor]	-6%	-58%[inhibitor]	4%	-83%
COc1cc(NCCCCCCN)c2ncccc2c1OC	.	.	.	.	.	-29%	-3%	.	7%	-105%[inhibitor]
Cc1ccnc(NC(=O)CCC(=O)N(CC(=O)NC2CCCCC2)Cc2cccs2)c1	2%	-3%	-0.4%	1	-12%	16%	1%	0%	2%	0%
COc1ccc(C(=O)N2CCN(C(=O)c3ccco3)CC2)cc1OC	1%	4%	-0.1%	0	11%	-20%	-1%	1%	0%	1%
CCCCn1nc2cc(C(=O)N[C@H](C)C3CCCCC3)ccc2c1OCC	-1%	2%	-0.1%	?	-27%	4%	1%	-1%	-1%	10%
O=C(Nc1ccc(N2CCCCCC2)cc1)c1ccc[nH]1	-5%	.	-0.7%	?	?	0%	0%	?	-2%	1.4µM*
CCC1CCCCN1C(=O)CCNS(=O)(=O)c1ccc2c(c1)oc(=O)n2C (stereo unspecified)	-18%	5%	-0.3%	10	7%	26%	-6%	5%	0%	0%
CC(=O)c1ccc(NC(=O)CCCN2C(=O)C(c3ccccc3)Oc3cccnc32)cc1 (stereo unspecified)	8%	0%	0.4%	?	3%	7%	-10%	-4%	2%	-3%
CC(=O)Cn1cnc2c(sc3nc(C)cc(C)c32)c1=O	0%	15%	-0.7%	4	?	20%	-10%	13%	0%	11µM*
Cc1cccc(CCNC(=O)C2CCN(S(=O)(=O)c3c(C)nn(C)c3C)CC2)c1	.	-6%	0.1%	-4	-2%	-18%	-4%	0%	-4%	-12%
CCOC(=O)C1CCCN(C(=O)C2CCN(S(=O)(=O)c3cccs3)CC2)C1 (stereo unspecified)	-1%	10%	-1.1%	-1	-5%	0%	-4%	-2%	5%	-31%
Cc1cc(/C=C/C(=O)O)c(C)n1-c1ccc(Cl)cc1	0%	14%	0.0%	3	-3%	-23%	-7%	-1%	-2%	14%
CCOC(=O)Cn1nc(C)c(NC(=O)CCc2ccc(OC)cc2)c1C	0%	-3%	-0.3%	-3	?	-20%	-5%	-2%	5%	3%
COc1ccc(C(=O)NCCCNC(=O)c2ccc(C)nc2)cc1	4%	6%	4.4%	-6	17%	17%	0%	-2%	12%	-10%
Cc1nc(OCc2c(C)noc2C)c2ccccc2n1	4%	-6%	0.2%	16	9%	-17%	0%	-2%	-7%	3%
O=C(Cc1ccc(NC(=O)C2CCCN(C(=O)CCc3ccccc3)C2)cc1)Nc1ccc(C(=O)N2CCOCC2)cc1 (stereo unspecified)	.	.	.	.	.	-28%	0%	.	6%	-1%

Going on with the list:
SMILES	AT treatment	CXXC DNA block	B2AR arrestin	TRPV1 ag	ELG1 DNA repair	Integrin act MD	PTAP TSG101 blk	p53 reactivation	TCR activator	BRCA1 expr act
CCC(=O)c1ccc(OCC(O)CN2CCN(c3cccc(C(F)(F)F)c3)CC2)cc1 (stereo unspecified)	-1%	20%	0.0%	2	?	-16%	-4%	0%	-10%	-20%
CCOC(=O)c1c(-c2ccccc2)oc2ccc(O)cc12	15%	-1%	-0.2%	14	-18%	-25%	-8%	.	-3%	2%
CCSc1nnc(NC(=O)CSC2=NCCS2)s1	2%	-7%	-0.3%	4	?	-21%	-1%	?	-5%	11%
CCCCCCCCCCS(=O)(=O)N/N=C/c1ccccc1OC	5%	3%	3.7%	23	6%	13%	1%	-13%	0%[46.1 µM]	-10%
Cc1cc(C)c(C)c(S(=O)(=O)N(C)C2CCN(C)CC2)c1C	5%	8%	-0.2%	-1	5%	-55%[inhibitor]	-11%	-1%	-2%	-4%
CN(Cc1ccccc1)C(=O)COC(=O)c1cc(=O)c2ccccc2o1	6%	.	-0.3%	.	8%	14%	-2%	-7%	3%	4%
CCn1cc(CNC(=O)c2c(-c3c(Cl)cccc3Cl)noc2C)c(C)n1	2%	35%[activator]	-1.2%	1	-8%	28%	-5%	0%	-3%[46.1 µM]	-19%
CCCOc1ccc(NC2=CC(=O)CC(C)(C)C2)cc1	3%	3%	-0.2%	2	?	-2%	-7%	8%	3%	49%
COc1ccc(Cl)cc1NC(=O)CN(C1CCCCC1)S(C)(=O)=O	-9%	-7%	-0.2%	14	0%	-5%	-8%	-5%	.	-49%
O=c1[nH]c2cc(F)ccc2c2ccc(F)cc12	.	.	.	.	.	0%	-9%	.	0%	-27%
COc1ccccc1C(=O)COC(=O)c1cccc(-n2cnnn2)c1	3%	.	-0.9%	-6	?	-12%	-2%	?	.	-3%
Cc1cccc([C@@H]2[C@@H]3C(=O)N(Cc4ccccc4)C(=O)[C@@H]3[C@]3(Cc4ccccc4)C(=O)N(c4cccc(F)c4)C(=O)N23)c1	9%	.	0.5%	-1	?	-6%	-2%	1%	1%	0%
Cc1[nH]c2ccccc2c1C1=NNC(=Nc2ccc(F)cc2)SC1	-3%	27%	-0.2%	-3	?	-57%[inhibitor]	-2%	?	6%[46.1 µM]	-52%
CC(=O)N=c1sc2cc(C)ccc2n1C	0%	3%	-1.2%	0	?	32%	-8%	?	10%	85%
Cc1noc(C)c1C(=O)N1CCC(C(=O)c2ccccc2)CC1	-2%	-2%	-0.1%	1	-24%	0%	-1%	1%	-2%	1%

Part of the list above, bar-delimited.
SMILES | AT treatment | CXXC DNA block | B2AR arrestin | TRPV1 ag | ELG1 DNA repair | Integrin act MD | PTAP TSG101 blk | p53 reactivation | TCR activator | BRCA1 expr act
Cc1[nH]c2ccccc2c1C1=NNC(=Nc2ccc(F)cc2)SC1 | -3% | 27% | -0.2% | -3 | ? | -57%[inhibitor] | -2% | ? | 6%[46.1 µM] | -52%
CCn1cc(CNC(=O)c2c(-c3c(Cl)cccc3Cl)noc2C)c(C)n1 | 2% | 35%[activator] | -1.2% | 1 | -8% | 28% | -5% | 0% | -3%[46.1 µM] | -19%
Cc1noc(C)c1C(=O)N1CCC(C(=O)c2ccccc2)CC1 | -2% | -2% | -0.1% | 1 | -24% | 0% | -1% | 1% | -2% | 1%
CN(Cc1ccccc1)C(=O)COC(=O)c1cc(=O)c2ccccc2o1 | 6% | . | -0.3% | . | 8% | 14% | -2% | -7% | 3% | 4%
CCCOc1ccc(NC2=CC(=O)CC(C)(C)C2)cc1 | 3% | 3% | -0.2% | 2 | ? | -2% | -7% | 8% | 3% | 49%

Compounds listed so far that contain an aryl thioether with sulfur outside any ring:
SMILES	AT treatment	CXXC DNA block	B2AR arrestin	TRPV1 ag	ELG1 DNA repair	Integrin act MD	PTAP TSG101 blk	p53 reactivation	TCR activator	BRCA1 expr act
COc1ccc(S(=O)(=O)Nc2cc(Sc3ncn[nH]3)c(O)cc2C)cc1	8%	.	0.2%	.	-9%	-24%	-5%	8%	-6%	-36%
CCSc1nnc(NC(=O)CSC2=NCCS2)s1	2%	-7%	-0.3%	4	?	-21%	-1%	?	-5%	11%
